# Screening results from PubChem BioAssay.
# IP6K1 inhibitor = Primary qHTS assay for small molecule inhibitors of Inositol hexaphosphate kinase 1 (IP6K1). Inositol hexakisphosphate kinase 1 (Homo sapiens), Q92551. IP6K1 kinase, ADP-Glo luminescence, 2 h; active compounds read low. activity change, % (series mostly up to about 58 µM). hit rate 0.81% among 140,000. AID 1645851, 2021; in the data active = activity change below about -25%
# Target sequence (Q92551 whole entry, looked up): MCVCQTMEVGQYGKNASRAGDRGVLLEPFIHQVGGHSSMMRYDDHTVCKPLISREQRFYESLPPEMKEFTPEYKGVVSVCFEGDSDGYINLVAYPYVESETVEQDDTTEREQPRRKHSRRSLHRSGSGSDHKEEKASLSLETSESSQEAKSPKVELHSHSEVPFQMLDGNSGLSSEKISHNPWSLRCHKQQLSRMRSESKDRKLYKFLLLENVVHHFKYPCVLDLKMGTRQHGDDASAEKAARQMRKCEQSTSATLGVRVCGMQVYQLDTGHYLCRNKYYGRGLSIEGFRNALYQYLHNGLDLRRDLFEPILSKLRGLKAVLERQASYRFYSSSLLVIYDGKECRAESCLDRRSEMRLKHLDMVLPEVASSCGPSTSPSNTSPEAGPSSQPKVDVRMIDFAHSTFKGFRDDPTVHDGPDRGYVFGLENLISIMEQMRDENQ
#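 ADP-Glo luminescence measures ADP made by human IP6K1 during a 2 h RT reaction with ATP/IP6 (mix at 1.3 mM/130 uM); top library doses 57.5 and 19.1 uM final.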
# GPT2 inhibitor = Primary qHTS assay for inhibitors of Glutamate pyruvate transaminase 2 (GPT2). Recombinant GPT2, coupled pyruvate oxidase/HRP Amplex Red fluorescence. hit rate 0.25% among 100,000. Alanine aminotransferase 2 (Homo sapiens), Q8TD30. Potency, µM (top dose mostly 57.7 µM), inactives show at the top dose activity change, negative = inhibition, most hits filed as inhibitors; note: potency is the fitted concentration of half-maximal effect; nearly all actives have a fitted effect of over 60% in size; many of its hits are not listed in these tables
#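 Recombinant GPT2 (10ng/uL) with 250uM a-KG and 2mM L-alanine, 30 min at room temperature, in HEPES pH 7.5 buffer. Pyruvate detected by pyruvate oxidase/HRP/Amplex Red fluorescence after 30 min in the dark; AOA (50uM) as positive control.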
# SNCA expr inhib = Primary qHTS assay for inhibitors of alpha-synuclein gene (SNCA) expression; HEK-293 SNCA-luciferase knock-in, luminescence, 24 h; Potency, µM (series often up to 57.2 µM), for the others: at the highest dose activity change, negative = inhibition, usual class: inhibitors; hit rate 0.17% among 140,000; AID 1671194, 2021;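 note: potency is the fitted concentration of half-maximal effect; plate controls were DMSO cells for no effect and cell-free wells for full effect; nearly all actives have a fitted effect of over 45% in size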
# SNCA viab count = GF-AFC viability counterscreen for inhibitors of alpha-synuclein gene (SNCA) expression | HEK-293-SNCA-luc viability, GF-AFC fluorescence, 24 h | Potency, µM (titrated, usually from 57.1 µM), without a hit: at the top dose activity change, negative = cytotoxicity, hits mostly cytotoxic | AID 1671193, 2021 | hit rate 0.12% among 150,000;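 note: potency is the fitted concentration of half-maximal effect; 0% = DMSO-treated cells and -100% = medium-only wells without cells; nearly all actives have a fitted effect of over 30% in size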
#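 HEK-293-SNCA-luc cells (1500/well) plated 24 h, then exposed 24 h to a dilution series; GF-AFC added 30 min at 37C, fluorescence 405/540 nm; normalised to medium-only and DMSO wells, Hill fit.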
# NIH3T3 tox = Cytotoxic Profiling in NIH 3T3 Cell Line of Diverse Libraries Using Quantitative High-Throughput Screening; NIH 3T3 viability, CellTiter-Glo ATP luminescence, 48-72 h; hit rate 4.3% among 94,000; Potency, µM (doses to about 96.7 µM), for inactives: at the top dose activity change, negative = cytotoxicity, usual class: inhibitors; note: potency is the fitted concentration of half-maximal effect; nearly all actives have a fitted effect of over 55% in size
#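 Cells were seeded at 400 per well, treated with pin-transferred compound, and kept 48 or 72 hr at 37 °C before CellTiter-Glo addition and luminescence imaging of cellular ATP.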
# HEK293 tox = Cytotoxic Profiling in HEK 293 Cell Line of Diverse Libraries Using Quantitative High-Throughput Screening; HEK 293 viability, ATP luminescence (CellTiter-Glo), 48-72 h; hit rate 6.6% among 94,000; Potency, µM (doses to about 115 µM), for the others: at the highest dose activity change, negative = cytotoxicity, most hits filed as inhibitors; AID 1345083, 2018; note: potency is the fitted concentration of half-maximal effect; nearly all actives have a fitted effect of over 60% in size
#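 Viability of HEK 293 cells, plated at 250 cells/well, was judged by cellular ATP after compound treatment for 48 or 72 hr. Luminescence was imaged 10 min after CellTiter-Glo addition at room temperature.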
# Luciferase inh = Firefly luciferase inhibition profiling of diverse chemical library using quantitative high-throughput screening; purified P. pyralis luciferase, luminescence, biochemical; hit rate 2.5% among 76,000; Potency, µM (doses to about 115 µM), for the others: at the top dose activity change, negative = inhibition, most hits filed as inhibitors; Luciferin 4-monooxygenase (Photinus pyralis), P08659; note: potency is the fitted concentration of half-maximal effect; nearly all actives have a fitted effect of over 65% in size
# Target sequence (P08659 whole entry, looked up): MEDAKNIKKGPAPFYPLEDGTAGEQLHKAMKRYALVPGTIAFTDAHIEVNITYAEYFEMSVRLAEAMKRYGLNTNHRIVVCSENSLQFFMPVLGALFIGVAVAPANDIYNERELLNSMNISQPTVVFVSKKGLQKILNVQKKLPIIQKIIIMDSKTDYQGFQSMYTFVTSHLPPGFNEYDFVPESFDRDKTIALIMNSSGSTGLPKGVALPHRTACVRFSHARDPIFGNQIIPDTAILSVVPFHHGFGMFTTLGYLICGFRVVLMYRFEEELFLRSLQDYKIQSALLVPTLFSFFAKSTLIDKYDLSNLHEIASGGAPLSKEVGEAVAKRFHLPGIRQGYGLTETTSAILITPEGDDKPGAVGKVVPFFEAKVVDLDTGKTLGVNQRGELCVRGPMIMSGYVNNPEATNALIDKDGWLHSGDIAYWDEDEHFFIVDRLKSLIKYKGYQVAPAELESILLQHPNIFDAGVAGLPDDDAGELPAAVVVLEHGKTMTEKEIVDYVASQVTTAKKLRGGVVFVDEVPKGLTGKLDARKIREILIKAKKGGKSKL
#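 Purified P. pyralis luciferase (10nM final) in 50mM Tris acetate pH 7.5, 10mM Mg acetate, 0.01% Tween-20, 0.05% BSA with 10uM D-luciferin and 10uM ATP. Compounds titrated qHTS. Luminescence imaged on CCD.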
# * hit, by the source's call; i = inactive; ? = inconclusive; / = not tested or not shown; & = joins results of further samples; [ ] = remark or other dose. Unless noted, calls come from the whole dose curve; as a rule, active = well fitted curve in the direction sought with a large enough effect; inconclusive = small, poorly fitted or top-dose-only effect, or another doubt; inactive = no such curve, though single readings can be large; an effect the other way counts as inactive or inconclusive. Unless noted, % is set by controls: 0 for no effect and ±100 for the full control effect. The list is partial. The share of hits here may be higher or lower than overall.
SMILES,IP6K1 inhibitor,GPT2 inhibitor,SNCA expr inhib,SNCA viab count,NIH3T3 tox,HEK293 tox,Luciferase inh
O=C(COc1ccccc1Cl)Nc1nnc(S(=O)(=O)N2CCCCCC2)s1,14.4,/,?,11.8%,/,/,/
CCNC(=O)[C@@H]1CCCN1[C@@H](C(=O)NC)c1ccc(OC)cc1,15.8,-4.6%[88.5 µM],2.3%[87.6 µM],6.0%[87.6 µM],-1.3%[138 µM],-2.7%[172 µM],2.0%[172 µM]
CN1CCC2(C1)CN(CC1CCOCC1)c1ccc(C(=O)Nc3ccn(C)n3)cc12 (stereo not given),-10.0,?,28.0%[87.6 µM],0.0%[87.6 µM],-40.7%[138 µM],?,11.8%[172 µM]
Cc1ccc(Cn2ccc(NC(=O)c3cc(-c4ccc(Cl)c(Cl)c4)on3)n2)cc1,-15.3,/,58.5%[activator],-5.0%,/,/,/
O=C(c1cccc(F)c1)N1CC(Oc2cccc(-c3nc(-c4ccccc4)no3)c2)C1,-1.4,-6.8%,65.0%[activator],6.2%,?,?,?
Cc1cccc(NC(=O)Cn2c(=O)oc3cc(S(=O)(=O)N4CCCCCC4)ccc32)c1,12.2,/,0.6%,-1.7%,/,/,/
CCN(C(=O)Cn1ccn2nc3c(c2c1=O)CCCC3)c1ccccc1,-14.0,i,-9.1%,10.2%,-10.2%,-0.6%,-8.6%
O=C(N[C@H]1CCN2C(=O)N(c3ccccc3)C(=O)[C@@H]2C1)c1cccnc1,3.5,-23.9%[88.5 µM],-13.3%[87.6 µM],-3.0%[87.6 µM],-5.5%[174 µM],-7.7%[172 µM],-5.5%[172 µM]
C[C@@H](NCc1cccc(Cl)c1)c1onc(-c2ccc(F)cc2)c1C(=O)O,-4.3,i,0.9%[87.6 µM],6.4%[87.6 µM],-20.7%[174 µM],-5.7%[172 µM],-9.4%[172 µM]
O=C(Nc1cccc(F)c1)N1CCC(CCNC(=O)C2(c3ccccc3)CC2)CC1,10.2,-23.7%,3.9%,11.0%,?,?,-3.8%
CC(C)N1Cc2cc(C(=O)O)sc2C1,1.3,i,-19.5%,0.7%,i,10.9%,0.0%
CCOC(=O)[C@@H]1CN(C(=O)c2csc(-c3cccs3)n2)[C@H]2c3cccc(F)c3O[C@@H]12,9.3,/,/,/,?,?,/
O=C([C@@H]1C[C@H](Oc2cccnc2)CN1C(=O)CCc1c[nH]c2ccccc12)N1CCOCC1,1.9,3.1%,31.9%,-0.6%,i,-19.5%,-4.7%
Cc1ccc2cccc(NC(=O)c3ccc(-c4cccc([N+](=O)[O-])c4)o3)c2n1,-14.0,/,-16.3%,-7.5%,/,/,/
O=C(CCC1CCN(C(=O)CSc2ncccn2)CC1)NCC1CCCO1 (stereo not given),-4.4,i,19.6%,0.2%,0.6%,i,7.2%
CC(=O)Nc1cccc(-c2ncc3c(n2)OCCN(Cc2ccc(F)cc2F)C3=O)c1,13.3,-12.3%[88.5 µM],-2.7%[87.6 µM],-0.5%[87.6 µM],?,?,-16.7%[172 µM]
COc1ccc(C2Cn3nnc(-c4nc(C(C)C)no4)c3CO2)cc1 (stereo not given),9.4,i,-3.2%,1.5%,-25.3%,?,9.4%
O=C1[C@@H]2C[C@@H](O)CN2C2(CN(Cc3ccccc3)C2)C(=O)N1Cc1cccc(Cl)c1,17.8,-19.2%[88.5 µM],4.2%[87.6 µM],3.2%[87.6 µM],?,?,-0.5%[172 µM]
COc1ccc(NC(=O)NC(C)c2c(-n3cccc3)sc3c2CCN(C)C3)c(OC)c1 (stereo not given),6.7,/,0.6%,-27.2%,/,/,/
Cn1c(CNC(=O)C2Cn3cccc3C(=O)N2Cc2ccccc2)nc2ccccc21 (stereo not given),-3.8,?,-23.6%,4.0%,31.6µM*,?,-11.5%
CCOC(=O)c1ccccc1NC(=O)N(Cc1ccc(CC)cc1)Cc1cn[nH]c1-c1ccc(OC)cc1,-15.9,/,-29.3%,-24.9%,/,/,/
CCCCN(C)CCNC(=O)c1cc2c(=O)n(C)c3ccccc3c2n1C,27.6,/,34.8%[activator],-1.7%,/,/,/
CCn1c(CO)nnc1C1CC(NC(=O)c2cnn3cc(C)cnc23)C1 (stereo not given),12.7&2.6,3.0%&0.1%,47.6%&-18.2%[activator],-0.7%&-0.9%,1.0%&-0.7%,-2.4%&-3.2%,-6.4%&-4.1%
O=C(COC(=O)c1cc(-c2ccccc2)nc2c(Cl)cccc12)c1ccc(F)cc1,-9.6,/,43.4%[activator],1.3%,/,/,/

# The list goes on (5 carried over from the part before).
SMILES,IP6K1 inhibitor,GPT2 inhibitor,SNCA expr inhib,SNCA viab count,NIH3T3 tox,HEK293 tox,Luciferase inh
Cn1c(CNC(=O)C2Cn3cccc3C(=O)N2Cc2ccccc2)nc2ccccc21 (stereo not given),-3.8,?,-23.6%,4.0%,31.6µM*,?,-11.5%
CCOC(=O)c1ccccc1NC(=O)N(Cc1ccc(CC)cc1)Cc1cn[nH]c1-c1ccc(OC)cc1,-15.9,/,-29.3%,-24.9%,/,/,/
CCCCN(C)CCNC(=O)c1cc2c(=O)n(C)c3ccccc3c2n1C,27.6,/,34.8%[activator],-1.7%,/,/,/
CCn1c(CO)nnc1C1CC(NC(=O)c2cnn3cc(C)cnc23)C1 (stereo not given),12.7&2.6,3.0%&0.1%,47.6%&-18.2%[activator],-0.7%&-0.9%,1.0%&-0.7%,-2.4%&-3.2%,-6.4%&-4.1%
O=C(COC(=O)c1cc(-c2ccccc2)nc2c(Cl)cccc12)c1ccc(F)cc1,-9.6,/,43.4%[activator],1.3%,/,/,/
Cc1nnc2n1CCC(NC(=O)c1cnccn1)CC2 (stereo not given),-7.6,-6.7%,-0.7%,6.2%,-2.3%,?,-7.8%
COc1ccc(NC(=O)Cn2c(=O)n(-c3cccc(C)c3)c(=O)c3c2c2cc(C)ccc2n3C)cc1OC,-8.7,/,34.9%[activator],-3.0%,/,/,/
Cc1cccc(CN2C(=O)c3ccccc3S(=O)(=O)c3ccc(C(=O)NC4CCCCC4)cc32)c1,7.4,/,-4.6%,4.8%,/,/,/
COc1ccc(C(=O)N2CCCCCCNC(=O)CC2)c(OC)c1,-11.5,i,?,-13.5%,-9.8%,-5.3%,1.5%
COc1ccc(N2CCN(S(=O)(=O)c3ccc4c(c3)CCCN4C(C)=O)CC2)cc1,-12.6,/,-24.3%,4.1%,/,/,/
CCOc1ccc(NC(=O)C2CN(S(C)(=O)=O)CC23CCCCC3)cc1 (stereo not given),23.7,i,-10.8%,-7.5%,-6.1%,?,3.7%
CN(CCc1ccccn1)C(=O)C1CCN(C(=O)N2CC3CC(C2)[C@H]2CCCC(=O)N2C3)CC1 (stereo not given in full),7.6,i,23.3%,-7.7%,i,-0.4%,4.8%
O=S(=O)(c1ccc(-c2cc(C(F)(F)F)on2)s1)N1CCN(c2ccccc2F)CC1,18.6,/,-6.7%,-5.1%,/,/,/
O=C(CCc1c[nH]c2ccccc12)N1CCC[C@H](n2c(=O)n(CC3CC3)c3cccnc32)C1,2.8,-9.1%,-4.3%,0.1%,?,79.4µM*,0.3%
CCc1ccc(Nc2sc(C(=O)c3ccccc3)c(N)c2S(C)(=O)=O)cc1,1.0,/,-12.1%,-6.9%,/,/,/
COc1ccccc1-n1cc(-c2nc(C3CCOC3)no2)cn1 (stereo not given),28.0,-0.4%,25.5%,-9.6%,-26.1%,?,-27.0%
CCOC(=O)c1cc(NC(=O)c2ccc(OC)cc2)c(=O)n2c1oc1ccc(Cl)cc12,-6.5,/,44.1%[activator],7.3%,/,/,/
Cn1ccnc1CN1C(=O)CO[C@H]2CN(C3CCCCC3)C[C@H]21,-12.4,i,-21.8%[87.6 µM],2.2%[87.6 µM],0.5%[174 µM],-1.6%[172 µM],-0.6%[172 µM]
CC(=O)c1ccc(NC(=O)c2cc3sccc3n2Cc2ccc(Cl)cc2)cc1,2.9,/,5.0%,-2.7%,/,/,/
Cc1cc2oc(C(=O)Nc3c(C(=O)Nc4ccccc4)oc4ccccc34)cc(=O)c2cc1C,6.2,/,17.3%,14.1%,/,/,/
Cc1ccc(-c2ccc3nnc(CNC(=O)c4cccc5[nH]ccc45)n3n2)cc1,-11.2,1.0%,-2.1%,?,?,-36.4%,-9.6%
O=C(C1CCCCC1)N(Cc1cccnc1)c1nc2ccc(F)cc2s1,-6.3,/,-26.6%,-1.3%,/,/,/
CC1(C)[C@H]2CC[C@@H](CNC(=O)c3cncc(Br)c3)[C@@H]1C2,-6.0,i,-4.9%,5.7%,?,79.4µM*,1.9%
O=C(/C=C/c1ccc(O)c(O)c1)OCCc1ccccc1,/,-3.1%,43.7%[activator],-21.1%,/,/,/
O=C1CC2(CCN(Cc3ccccc3)CC2)Oc2ccccc2N1,-5.6,i,-32.0%,-9.7%,-12.3%,-15.9%,/
Cc1ccc(-c2ccc3nnc(CNC(=O)Cc4ccccc4Cl)n3n2)cc1,-15.4,i,?,1.8%,-3.3%,-25.0%,3.8%
CN(C)C(=O)c1ccc(-c2ncc3c(n2)OCCN(Cc2ccc(F)cc2F)C3=O)cc1,1.2,?,102.7%[activator][87.6 µM],-0.8%[87.6 µM],-29.2%[138 µM],?,44.7µM*
NCc1ccccc1-c1cccc(C(F)(F)F)c1,-11.4,3.0%[88.5 µM],-24.2%[87.6 µM],-9.8%[87.6 µM],?,?,/
CCCCN(C)C(=O)c1ccc2c(=O)n3nc(Nc4cc(C)ccc4C)sc3nc2c1,7.0,/,20.7%,-17.6%,/,/,/
CCOc1cccc2sc(N3CCN(C(=O)C(C)(C)C)CC3)nc12,37.1,/,44.0%[activator],2.3%,/,/,/
CCC1CCc2nc3sc(C(=O)Nc4cccc(F)c4)c(N)c3cc2C1 (stereo not given),13.2,/,3.8%,-6.8%,/,/,/
O=C(NCC(F)F)c1nc2cccnc2n(C2CC2)c1=O,-0.4&20.9,-4.0%[88.5 µM],4.4%&40.1%[87.6 µM],13.9%&-7.7%[87.6 µM],?,?,/
CCOC(=O)Cc1ccc(NC(=O)N(Cc2ccc(OC)cc2)C2CCN(C(C)=O)CC2)cc1,-9.5,/,13.4%,-11.1%,/,/,/
Cc1cccc(C(=O)N2CCC(n3cnnc3-c3ccccc3)CC2)c1,-7.8,i,-7.7%,3.1%,-10.0%,-4.1%,-17.0%
